TLR9-MyD88 block: blocks human TLR9 binding to MyD88 | CHO BLA complementation TLR9-MyD88, CCF4 FRET ratio | inhibition, % at 4.98 µM | hit rate 0.21% among 340,000;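 active = inhibition above the mean over all tested compounds plus 3 SD, cut at about 21% in these data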;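 note: 0% = DMSO only wells and 100% = clavulanate BLA inhibitor control wells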
Vif imaging: inhibitors of HIV Vif | HEK293T cells, Vif self-association by quenched fluorescence, imaging, 24 h | inhibition, % at 7.49 µM | hit rate 0.35% among 340,000; in the data active = inhibition above about 50%, passing the limit was not always enough; note: some results filed as inactive read as strong as hits
TRAIL sens C8: caspase-8 TRAIL sensitization; NB7+C8 cells + TRAIL, ATPlite viability luminescence; inhibition (viability loss, TRAIL sensitization), % at 10 µM; hit rate 1% among 360,000;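 active = compounds causing at least 50% loss of cell viability in the single-dose screen, relative to plate controls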
NCOA1 inh: human NCOA1 inhibition. hit rate 0.12% among 360,000. HEK293 GAL4-SRC1 luciferase reporter, luminescence. inhibition, % at 3.6 µM;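 active = inhibition above the campaign mean plus 3 SD, with each screening campaign given its own cutoff, cut at about 60% in these data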;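 note: 0% = DMSO treated cells and 100% = gossypol at 36 µM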
TROY NFkB inh: inhibitors of TROY-dependent NF-kB signaling; Q293 LMP1-TROYcd NF-kB luciferase reporter, 4 h; hit rate 0.98% among 360,000; inhibition, % at 10 µM; AID 1347056;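 active = compounds whose plate-normalised and pattern-corrected inhibition of the luciferase reporter signal at the single screening dose is 50% or more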
NCOA2 inhibitor: inhibits human steroid receptor coactivator 2. hit rate 0.17% among 370,000. inhibition, % at 9 µM. Q15596. HEK293 GAL4-SRC2 luciferase reporter, luminescence. AID 651957;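 active = inhibition above the mean inhibition of all tested compounds plus 3 SD, set per campaign, cut at about 52% in these data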;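 note: 0% = DMSO treated cells and 100% = cells given Gossypol at 36 µM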
NR2F2 inh: inhibitors of human COUP-TFII (NR2F2). P24468. hit rate 0.7% among 370,000. inhibition, % at 8.6 µM. HEK293T NGFI-A luciferase reporter, luminescence;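 active = inhibition above a per-plate cutoff, mean inhibition of test wells between control levels plus 3 SD, cut at about 38% in these data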;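 note: cells cotransfected with COUP-TFII expression vector driving the NGFI-A reporter; 0% = median of COUP-TF2 test wells and 100% = reporter-only cells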
Target sequence (P24468 whole entry, looked up): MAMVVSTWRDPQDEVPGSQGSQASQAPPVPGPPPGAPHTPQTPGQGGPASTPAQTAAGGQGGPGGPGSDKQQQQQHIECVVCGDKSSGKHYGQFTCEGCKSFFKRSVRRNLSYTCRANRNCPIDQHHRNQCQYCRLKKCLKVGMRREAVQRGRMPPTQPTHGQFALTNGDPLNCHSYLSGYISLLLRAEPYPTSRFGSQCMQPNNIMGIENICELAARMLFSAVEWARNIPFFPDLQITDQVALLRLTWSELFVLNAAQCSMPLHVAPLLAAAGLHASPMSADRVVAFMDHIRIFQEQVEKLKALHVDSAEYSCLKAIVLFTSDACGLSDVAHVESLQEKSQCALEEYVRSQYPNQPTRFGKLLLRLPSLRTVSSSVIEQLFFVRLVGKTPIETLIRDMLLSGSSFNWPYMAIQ
NR5A2 inv ag: inverse agonists of human LRH-1 (NR5A2) | inhibition, % at 3.6 µM | AID 602396 | HEK293T StAR-luciferase reporter, LRH-1 transfected, 24 h | hit rate 0.13% among 360,000;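 active = inhibition above the mean inhibition of all tested compounds plus 3 SD, cut at about 73% in these data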;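 note: 0% = DMSO wells and 100% = reporter-only cells lacking LRH-1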
EBV LMP1 NFkB: reduces LMP1-driven NF-kappaB luciferase signal; hit rate 0.69% among 350,000; LMP1-induced NF-kappaB luciferase reporter cells, luminescence; inhibition, % at 12.5 µM; AID 504558; in the data active = inhibition above about 41%;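 note: 0% = neutral control wells and 100% = reference inhibitor control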
SRC3 inh: inhibits human SRC3 coactivator. Q9Y6Q9. HEK293 GAL4-SRC3 luciferase reporter, luminescence. inhibition, % at 3.6 µM. hit rate 0.17% among 360,000. AID 588352;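 active = inhibition above a per-campaign cutoff, the mean of all compounds plus 3 SD, cut at about 60% in these data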;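 note: 0% = DMSO-treated cells and 100% = gossypol-treated cells at 36 µM; higher means less SRC3-driven luciferase light from the GAL4 reporter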
NOD2 RIPK2 PPI: blocks binding of human NOD2 to RIPK2; inhibition, % at 4.98 µM; CHO BLA complementation NOD2-RIPK2, CCF4 ratio; hit rate 0.38% among 360,000; O43353; in the data active = inhibition above about 21%;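 note: 0% = vehicle only and 100% = reference blocker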
Target sequence (O43353 whole entry, looked up): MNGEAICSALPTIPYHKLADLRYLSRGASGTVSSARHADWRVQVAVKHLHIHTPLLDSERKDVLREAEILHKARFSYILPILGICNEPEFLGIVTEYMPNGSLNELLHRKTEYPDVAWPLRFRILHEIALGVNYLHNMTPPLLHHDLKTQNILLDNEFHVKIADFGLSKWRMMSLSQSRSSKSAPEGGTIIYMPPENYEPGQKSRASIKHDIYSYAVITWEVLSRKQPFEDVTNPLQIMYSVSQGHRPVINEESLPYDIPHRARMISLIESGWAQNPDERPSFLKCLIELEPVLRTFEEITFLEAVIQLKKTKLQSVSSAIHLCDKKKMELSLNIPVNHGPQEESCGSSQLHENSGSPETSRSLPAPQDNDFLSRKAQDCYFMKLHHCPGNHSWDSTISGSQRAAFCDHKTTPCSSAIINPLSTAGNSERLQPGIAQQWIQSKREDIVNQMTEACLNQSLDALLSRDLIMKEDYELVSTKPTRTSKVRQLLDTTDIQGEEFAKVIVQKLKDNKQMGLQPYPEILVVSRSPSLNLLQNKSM
Active calls of the source: *; · = no result given. The list is partial. The share of hits here may be higher or lower than overall.

SMILES	TLR9-MyD88 block	Vif imaging	TRAIL sens C8	NCOA1 inh	TROY NFkB inh	NCOA2 inhibitor	NR2F2 inh	NR5A2 inv ag	EBV LMP1 NFkB	SRC3 inh	NOD2 RIPK2 PPI
O=S1(=O)CC(N2CCN(c3ncccn3)CC2)CN1Cc1ccc(F)cc1 (stereo unspecified)	·	·	-3.7	-3.4	-4.1	-6.1	-20.6	0.0	·	17.6	-6.7
Cc1ccc(Oc2ccc(S(=O)(=O)N3CCOCC3)cc2C(N)=O)cc1C	-7.2	·	-25.5	-17.9	7.1	21.4	8.1	-14.1	-4.7	21.0	-7.2
Clc1cccc(Cc2c(-c3ccccc3)nc3ccc(Br)cn23)c1	·	·	0.5	-57.5	-8.2	-49.2	-25.7	-81.2	·	-43.4	0.0
Oc1ccc(N2CCN(CC(O)c3ccccc3)CC2)cc1 (stereo unspecified)	4.3	10.1	7.7	2.4	-20.9	1.4	16.2	6.7	4.4	-0.2	8.6
COc1ccc(/C=N/NC(=O)c2cccs2)c2ccccc12	2.8	-3.7	17.1	-44.4	-38.2	-45.3	-32.7	-133.2	-26.7	-43.3	3.5
O=C(Nc1ccc2c(c1)OCCO2)C(c1cc2ccccc2o1)N1CCN(c2ccc(F)cc2)CC1 (stereo unspecified)	·	4.0	-11.0	27.7	84.8*	38.5	39.2*	35.0	·	31.2	-3.9
COc1ccc(OC)c(NC(=O)CCOc2cccc(C)c2)c1	-1.6	-16.9	10.2	6.9	6.1	-13.5	23.6	22.5	7.6	15.6	16.4
O=S(=O)(Nc1ccccn1)c1cccc(S(=O)(=O)c2ccc(Br)cc2)c1	4.3	-8.9	-5.1	-3.6	-3.5	11.6	16.4	-6.0	-8.1	-12.2	-7.7
COc1cccc(NC(=S)NC(C)c2ccc(OC)c(OC)c2)c1 (stereo unspecified)	7.3	9.6	1.8	0.1	2.3	3.5	-6.3	-1.5	6.0	13.1	-7.6
O=C(COC(=O)c1n[nH]c2ccccc12)Nc1ccc(Cl)cc1[N+](=O)[O-]	13.2	-9.7	-11.7	-24.3	18.0	-8.1	-5.0	7.8	-3.5	5.6	4.2
CCn1cc(CNC(=O)c2ccc(OC3CCN(Cc4ccccn4)CC3)cc2)cn1	0.9	1.0	30.6	17.0	9.9	21.8	30.5	-9.7	17.0	2.7	4.0
Cc1cc(C)nc(Sc2ccc3nnc(C(F)(F)C(F)(F)C(F)(F)F)n3n2)n1	-2.8	0.7	4.8	-13.7	7.8	-7.7	2.0	20.7	-5.2	9.3	-6.0
COc1cc(C(c2c(C)[nH][nH]c2=O)c2c(C)[nH][nH]c2=O)ccc1OC(C)C	8.7	-5.7	-10.0	-9.7	12.7	11.4	16.6	-7.2	7.5	4.9	3.6
COc1ccc(-c2cc(C(=O)Nc3nc4ccccc4s3)c3ccccc3n2)cc1OC	9.1	-4.7	6.7	-0.6	-13.1	0.1	8.7	-4.7	-100.9	-1.2	-1.4
O=C(Nc1cc(C(F)(F)F)ccc1N1CCCC1)c1cccnc1	6.9	-1.5	-4.1	2.1	-4.1	10.1	-8.4	23.3	2.9	-10.0	-3.2
Cc1nc2ccc(NC(=O)c3cc(S(=O)(=O)N(C)c4ccccc4)ccc3Cl)cc2s1	9.9	·	33.7	28.4	6.5	24.2	77.8*	43.1	17.1	14.7	2.5
CC1=C(C(=O)N(C)C)CC(CC(=O)NCc2cccc3ccccc23)C(=O)N1Cc1ccc(C(C)(C)C)cc1 (stereo unspecified)	·	12.3	6.7	-2.7	-3.8	15.2	17.6	-4.5	·	-5.4	5.7
CCN(CC)C(=S)SCC(=O)Nc1ncc2c(n1)CCCC2=O	2.2	6.6	4.4	10.6	10.9	-11.0	18.1	10.1	-22.9	-1.3	-9.0
O=C(Nc1nnc(CSCc2ccc(F)cc2)s1)c1ccc([N+](=O)[O-])cc1	-10.1	-3.4	-4.3	9.5	-1.7	10.1	-19.6	-12.4	4.1	21.1	-9.1
Cc1ccc(S(=O)(=O)NCN2C(=O)c3ccccc3C2=O)cc1	-1.1	-0.9	2.9	0.1	-8.9	-8.8	-9.5	-8.5	4.9	6.0	-13.8
CC/C=C\C/C=C\C/C=C\CCCCCCCC(=O)O	0.1	4.2	-0.6	0.0	2.4	-17.0	14.9	27.9	-3.2	6.3	-16.4
CC(=O)N1c2ccc(S(=O)(=O)N(C)CC(=O)NC3CCCCC3C)cc2CC1C (stereo unspecified)	-0.5	1.0	14.5	4.0	-6.3	·	·	-11.7	4.4	15.5	-15.0
Cc1ccc(Br)cc1S(=O)(=O)N1CCN(c2ccccc2)CC1	6.0	-0.1	-4.9	-5.0	·	9.2	7.2	-1.4	-0.2	0.1	3.9
CCOC1OC(=O)C(Cl)=C1Nc1ccccc1C (stereo unspecified)	1.6	-0.6	6.9	-15.9	-1.7	10.2	5.8	-1.7	11.3	3.5	-3.7
O=C(Nc1ccccc1Cl)NC1CCCCCCC1	5.3	-6.7	14.4	-31.3	-42.1	-8.3	-22.7	-57.1	-16.9	-37.8	-4.6
SMILES	TLR9-MyD88 block	Vif imaging	TRAIL sens C8	NCOA1 inh	TROY NFkB inh	NCOA2 inhibitor	NR2F2 inh	NR5A2 inv ag	EBV LMP1 NFkB	SRC3 inh	NOD2 RIPK2 PPI
Cc1ccc(CC(=O)N2CCOCC2)cc1	-7.7	·	-4.1	-5.9	-0.8	6.4	-22.9	2.4	-30.1	11.8	-0.1
CC(=O)Nc1cccc(Oc2nc(C)cc(C)c2C#N)c1	0.2	1.9	-11.7	-13.7	-4.2	-2.0	-5.6	-21.7	3.0	-24.6	-6.5
CCCNC(=O)Cn1cnc([N+](=O)[O-])n1	-5.8	-0.6	0.5	-11.4	3.6	8.5	3.3	11.3	6.4	0.5	-4.2
CCCC1(C(=O)OCC)NC(c2ccc(OC)cc2OC)C2C(=O)N(c3ccc4c(c3)OCCO4)C(=O)C21 (stereo unspecified)	-0.8	4.6	4.8	-8.9	-8.9	-37.5	-1.3	9.2	-9.3	3.5	-11.3
O=C(NC1CCCCC1)C1Cc2ccccc2CN1S(=O)(=O)c1ccc(F)cc1 (stereo unspecified)	6.4	·	10.5	-3.1	5.0	-11.7	-1.6	-22.1	-0.3	9.9	-7.3
CC(C)(C)[C@H]1COC(=O)[C@@H](Cc2ccc(F)cc2)CC/C=C/C[C@@H](CC(=O)N[C@@H](CO)Cc2ccccc2)C(=O)N1	-3.0	5.2	12.8	-1.6	5.4	15.6	5.6	-2.1	10.3	-2.4	-5.7
O=C(Oc1cccc2cccnc12)c1ccc(N2C(=O)C3C4CCC(C4)C3C2=O)cc1 (stereo unspecified)	-4.5	-6.6	11.0	6.3	-10.8	-14.8	1.9	-11.4	2.6	14.9	-9.6
COc1ccc2oc(-c3ccc(C)c(NC(=O)CSc4ccc(Cl)cc4)c3)nc2c1	-12.7	8.5	0.5	-32.3	-1.1	·	·	-35.6	-17.9	-15.8	-3.1
CCCc1c(C)nc(N2CCN(c3ccc(F)cc3)CC2)[nH]c1=O	-2.9	-2.7	-1.2	6.4	-8.7	-11.7	-8.6	11.3	-3.1	-3.4	-5.1
COc1ccc(CCNC(=O)CS(=O)(=O)c2cn(CC(=O)N(C(C)C)C(C)C)c3ccccc23)cc1OC	1.8	3.2	-9.6	-4.6	8.5	26.2	5.0	-6.6	9.0	15.0	-6.1
O=c1cc(NC2CCCCC2)[nH]c(=O)[nH]1	-3.4	-5.5	-8.9	-73.8	8.5	-14.5	29.8	-11.2	2.8	14.2	-5.9
CCC(c1nnnn1Cc1ccccc1)N1CCN(c2ccc(OC)cc2)CC1 (stereo unspecified)	2.6	-1.3	-0.8	15.2	13.6	-37.0	4.5	14.5	0.7	5.1	-9.7
CC(NC(=O)c1ccccc1)c1nnc(SCC(=O)NC2CCCC2)n1C (stereo unspecified)	-5.0	0.4	16.4	-6.2	6.5	-11.5	5.9	13.6	-24.2	17.1	-5.7
CCOC(=O)c1sc2c(c1C)c(=O)c(C(=O)OCC)cn2CC	9.3	6.9	-10.7	-20.5	-4.8	-0.3	2.9	8.4	-8.5	-4.0	13.2
O=C(O)c1ccccc1NC(=O)C1C2C=CC(C2)C1C(=O)O (stereo unspecified)	-14.7	-4.9	-11.8	-12.9	-3.3	10.5	-1.6	14.5	-7.2	-9.0	-8.7
CS(=O)(=O)c1ccc(NS(=O)(=O)c2ccc(Cl)c(C(=O)NCc3ccco3)c2)cc1	-9.7	·	-7.0	-10.4	-7.0	23.0	5.2	6.1	6.1	7.1	2.8
CC1CN(C(=O)C(C)Sc2nnnn2C)CC(C)O1 (stereo unspecified)	9.8	-6.4	-9.0	3.0	-11.2	11.0	-12.9	-0.8	-3.4	12.2	-0.3
COc1cc2c(cc1OC)-c1cc(Nc3ccc(C)cc3)nc(=O)n1CC2	5.7	-0.2	1.7	-19.9	1.0	-14.1	-6.1	-6.1	15.6	0.7	-8.7
O=C(NC1CC1)c1ccc2nc([C@@H]3O[C@H](CO)[C@H](O)[C@H](O)[C@H]3O)[nH]c2c1	·	4.6	-16.3	6.1	-13.6	-3.7	-13.7	9.2	·	-0.2	2.3
CC1(C)OC(C(=O)NC2CCCCC2)C(C(=O)NC2CCCCC2)O1 (stereo unspecified)	-6.7	11.3	-2.6	13.0	-2.4	9.6	-2.3	18.5	0.7	14.6	-7.0
Cc1c(OCC(=O)NCCCN2CCCC2=O)ccc2c3c(c(=O)oc12)CCCC3	-2.1	-1.0	-7.6	14.0	0.6	1.8	-7.0	-2.0	-2.9	16.9	-5.0
CCOc1ccc(NC(=O)N2CCC(n3nnc4ccccc43)CC2)cc1	5.3	-7.0	3.2	-11.1	-15.0	-6.4	-3.4	6.3	-0.6	8.2	-4.7
Cc1cccc(C(=O)Nc2nnc(SCC(=O)Nc3ccc4c(c3)oc3ccccc34)s2)c1	-0.9	0.8	-0.3	-14.4	-20.7	-33.8	-9.7	2.8	-6.0	8.9	-7.5
COc1ccc(OC)c(-c2csc(NC(=O)C3=NN(c4ccccc4)C(=O)CC3)n2)c1	-7.0	-8.7	2.0	-14.4	27.2	-14.2	-10.7	1.4	2.2	11.0	2.0
O=C(O)C(=Cc1cccc([N+](=O)[O-])c1)c1ccccc1	-3.4	4.1	-3.5	-0.1	7.3	-9.8	-0.6	-4.2	-4.4	-6.6	-8.7
c1ccc(Cn2nnnc2C(c2cccnc2)N2CCN(c3ccccc3)CC2)cc1 (stereo unspecified)	-8.5	·	0.7	-7.9	7.4	13.9	16.0	1.5	-4.8	14.1	-1.1
NS(=O)(=O)c1ccc(CCNC(=O)c2ccc3c(=O)n4c(nc3c2)CCCCC4)cc1	-3.8	-3.2	-4.0	-0.7	9.8	-27.2	-15.4	-17.8	-2.2	-12.1	-1.0

Whole records, quoted from the list.
`O=C(O)c1ccccc1NC(=O)C1C2C=CC(C2)C1C(=O)O` (stereo unspecified) in the list: TLR9-MyD88 block = -14.7; Vif imaging = -4.9; TRAIL sens C8 = -11.8; NCOA1 inh = -12.9; TROY NFkB inh = -3.3; NCOA2 inhibitor = 10.5; NR2F2 inh = -1.6; NR5A2 inv ag = 14.5; EBV LMP1 NFkB = -7.2; SRC3 inh = -9.0; NOD2 RIPK2 PPI = -8.7
`COc1cc2c(cc1OC)-c1cc(Nc3ccc(C)cc3)nc(=O)n1CC2` in the list: TLR9-MyD88 block = 5.7; Vif imaging = -0.2; TRAIL sens C8 = 1.7; NCOA1 inh = -19.9; TROY NFkB inh = 1.0; NCOA2 inhibitor = -14.1; NR2F2 inh = -6.1; NR5A2 inv ag = -6.1; EBV LMP1 NFkB = 15.6; SRC3 inh = 0.7; NOD2 RIPK2 PPI = -8.7
